Screening results: PubChem, Sanford-Burnham Center for Chemical Genomics
hIAP inh: human IAP inhibition | AID 2544 | purified IAP, CDP-Star luminescence, 30 min | hit rate 0.12% among 330,000 | P09923 | inhibition, % at 10 µM;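 active = inhibition reaching a set limit with compound at 10 µM in the primary screen, cut at about 35% in these data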;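 also: plate controls were DMSO wells with enzyme for no effect and no-enzyme buffer wells for full effect; values of inactives mirror those of a sister screen read the other way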
Target sequence (P09923 whole entry, looked up): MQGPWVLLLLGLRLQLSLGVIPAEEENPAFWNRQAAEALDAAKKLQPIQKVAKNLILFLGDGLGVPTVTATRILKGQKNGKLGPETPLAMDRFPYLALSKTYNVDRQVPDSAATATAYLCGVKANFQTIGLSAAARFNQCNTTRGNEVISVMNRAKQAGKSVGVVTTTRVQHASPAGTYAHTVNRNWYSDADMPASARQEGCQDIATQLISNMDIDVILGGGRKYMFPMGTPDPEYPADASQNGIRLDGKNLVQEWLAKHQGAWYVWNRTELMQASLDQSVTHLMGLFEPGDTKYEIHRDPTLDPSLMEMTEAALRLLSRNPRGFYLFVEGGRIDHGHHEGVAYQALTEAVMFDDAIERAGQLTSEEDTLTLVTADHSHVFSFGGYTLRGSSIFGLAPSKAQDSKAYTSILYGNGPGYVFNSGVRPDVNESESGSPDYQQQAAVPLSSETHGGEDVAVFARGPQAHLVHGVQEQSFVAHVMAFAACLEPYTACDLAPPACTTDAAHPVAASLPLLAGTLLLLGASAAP
APOBEC3G inh: APOBEC3G (human) deaminase inhibition | Q9HC16 | recombinant A3G, ssDNA deamination FAM/TAMRA fluorescence | inhibition, % at 20 µM | hit rate 0.28% among 330,000 | AID 493012;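 active = inhibition of at least 40% at 20 µM, with no more than 30% in the related APOBEC3A deaminase screen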;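 also: plate controls were DMSO wells with A3G for no effect and wells lacking A3G enzyme for full effect; some compounds called inactive have numbers as strong as hits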
Target sequence (Q9HC16 whole entry, looked up): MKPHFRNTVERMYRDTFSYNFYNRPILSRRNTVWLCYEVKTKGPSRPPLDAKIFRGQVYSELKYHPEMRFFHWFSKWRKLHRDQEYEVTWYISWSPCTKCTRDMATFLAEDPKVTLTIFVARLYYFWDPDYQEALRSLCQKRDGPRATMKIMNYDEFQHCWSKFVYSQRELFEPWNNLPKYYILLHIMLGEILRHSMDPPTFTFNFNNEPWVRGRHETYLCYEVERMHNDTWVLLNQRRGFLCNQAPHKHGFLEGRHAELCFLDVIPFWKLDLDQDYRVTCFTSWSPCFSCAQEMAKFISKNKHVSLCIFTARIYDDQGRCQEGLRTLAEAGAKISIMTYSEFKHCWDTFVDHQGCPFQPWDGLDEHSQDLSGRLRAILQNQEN
NLRP3 yeast inh: inhibitors of NALP3 inflammasome in yeast; hit rate 0.39% among 330,000; AID 2825; Yeast reconstituted NLRP3/ASC/caspase-1, beta-gal luminescence, 24 h; inhibition, % at 10 µM;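 active = inhibition of 50% or more; inactive = inhibition below 50%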;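 also: plate controls were induced DMSO wells for no effect and uninduced yeast grown without galactose for full effect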
mIAP block: blocks mouse intestinal alkaline phosphatase; hit rate 0.2% among 330,000; purified mouse IAP, CDP-Star luminescence, 30 min; inhibition, % at 10 µM;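 active = inhibition of at least 40% at 10 µM in the primary screen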;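 also: plate controls were DMSO with enzyme for no effect and no enzyme wells for full effect; values of inactives mirror those of a sister screen read the other way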
TIM10 inh: TIM10 yeast growth inhibition | S. cerevisiae TIM10 strain growth, BacTiter-Glo luminescence, 24 h | inhibition, % at 10 µM | hit rate 1.4% among 330,000;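 active = inhibition of 40% or more at the single tested concentration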;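 also: wild-type TIM10 isogenic control strain grown at permissive 25 °C; 0% = DMSO yeast wells and 100% = minimal medium wells without yeast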
mIAP act: increases mouse intestinal alkaline phosphatase activity; activation factor at 10 µM; hit rate 0.24% among 330,000; muIAP, CDP-Star luminescence, 30 min; active compounds read high; 1 = vehicle-only enzyme signal, 0 = enzyme-free wells;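 active = activation factor of at least 2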; also: the source names both 10 and 20 µM as test concentration; values of inactives mirror those of a sister screen read the other way
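System: mouse IAP enzyme. Reagent: CDP-Star chemiluminescent phosphatase substrate. Benchmarks: DMSO wells, no-enzyme wells. Times: 30 min enzyme-substrate-compound incubation at room temperature. Detection: luminescence from enzymatic CDP-Star hydrolysis. Doses: test compounds delivered from DMSO solution.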
APOBEC3A inh: inhibitors of human APOBEC3A DNA deaminase | inhibition, % at 20 µM | P31941 | recombinant A3A, FAM/TAMRA ssDNA deamination fluorescence | AID 493011 | hit rate 0.41% among 330,000;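 active = at least 40% inhibition at 20 µM here, with at most 30% in a related deaminase screen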;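 also: plate controls were A3A with DMSO for no effect and wells lacking A3A enzyme for full effect; some results filed as inactive read as strong as hits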
beta cell repl: inducers of beta-cell replication in MIN6 cells; proliferation, % at 10 µM; MIN6 cells proliferation, ATPlite luminescence, 48 h; cells starved in 0.2% serum; 100% = growth in 10% serum; hit rate 0.29% among 330,000;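 active = compounds whose signal lies at least 3.5 SD above the mean of all wells on their plate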;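 also: 0% = DMSO-treated cells in low-serum medium and 100% = 10% serum control; some compounds called inactive have numbers as strong as hits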
tim10-1 inh: tim10-1 yeast growth inhibition | S. cerevisiae tim10-1 ts strain growth, BacTiter-Glo, 24 h | inhibition, % at 20 µM | hit rate 2.2% among 330,000 | AID 463190;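 active = inhibition of at least 40%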;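 also: mutant grown at 25 °C; 0% = DMSO wells with yeast and 100% = wells holding no yeast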
* = called active by the depositor; . = not tested or not shown.

smiles	APOBEC3G inh	TIM10 inh	tim10-1 inh	mIAP block	NLRP3 yeast inh	mIAP act	APOBEC3A inh	beta cell repl	hIAP inh
COc1cc(C(=O)N2CCN(C/C=C/c3ccccc3)CC2)cc(OC)c1OC	-4	-1	14	-4	7	1	0	0	-1
COc1ccc(CNCc2cc(OC)ccc2OC)cc1	0	-2	-2	5	9	0.95	0	1	-16
COCCn1ccc2c(OCC(=O)NCc3ccccc3)cccc2c1=O	-7	-3	3	4	15	0.96	1	0	-21
Cc1ccc(SCCC(=O)Nc2c(C)n(C)n(-c3ccccc3)c2=O)cc1	-2	6	1	-5	-9	1	-2	-2	-18
c1ccc(-n2ncc3c(NC4CCCCCC4)ncnc32)cc1	-1	-10	-1	-18	19	1.2	4	-3	0
S=C(NCC1CCCO1)N1CCN(c2ccccc2)CC1 (stereo not drawn)	-2	1	2	2	12	0.98	1	1	-8
Cc1ccc(N2CC(C(=O)OCC(=O)Nc3ccccc3F)CC2=O)cc1 (stereo not drawn)	-7	18	21	-1	8	1	2	-1	-2
CCNC(=O)COc1cccc2ccccc12	4	-5	10	-5	4	1.1	3	-1	2
Cc1ccc(Cl)cc1NS(=O)(=O)c1ccc2oc(=O)ccc2c1	-4	17	21	-4	-12	1	-1	-2	-6
COc1cc(/C=C2/C(=O)NN(c3ccc(C)c(Cl)c3)C2=O)cc([N+](=O)[O-])c1O	1	38	-46	16	-25	0.84	3	-1	33
O=C(NCc1ccccc1)C(c1ccco1)N(C(=O)c1csnn1)c1ccccc1F (stereo not drawn)	-6	5	21	0	12	1	1	5	5
O=C(O)CCCCCNC(=O)C(=O)C1C(=O)Nc2ccccc21 (stereo not drawn)	-8	16	-2	-15	1	1.1	-10	-3	-1
COc1ccccc1C(=O)CC(=O)C(=O)Nc1cccc([N+](=O)[O-])c1C	2	24	0	-2	23	1	1	-3	-14
COc1ccc(O)cc1	-4	-3	5	12	11	0.88	-2	-3	5
CSc1ccccc1OCc1cc(C(=O)NCC(C)(C)N2CCOCC2)no1	1	-4	5	-1	7	1	3	-2	-14
COc1ccc(C(=O)N2CCC(C(=O)N3CCN(Cc4ccccc4)CC3)CC2)cc1	-2	10	-7	1	2	0.99	-1	0	-16
C/C(=N\NC(=O)C(=O)Nc1c(C)n(C)n(-c2ccccc2)c1=O)c1ccncc1	-6	5	-4	9	7	0.91	-1	-2	9
C#Cc1ccc(C(=O)Nc2cc(C(N)=O)ccc2N2CCOCC2)cc1	-2	-7	7	1	-2	0.99	11	-2	11
CCc1nc2ccccc2c(C(=O)OCC(=O)NCc2ccc3c(c2)OCO3)c1C	-6	15	14	6	6	0.94	0	0	9
CCN(CC(=O)Nc1c(F)cccc1F)C(=O)CCC(=O)c1ccc(F)cc1	-9	11	5	7	20	0.93	-4	-4	10
COc1ccc(Nc2c3c(nc4ccccc24)CCCC3)cc1OC	7	5	6	-7	-1	1.1	0	-5	1
CN(C)c1ccc(NC(=S)c2ccc3ccccc3n2)cc1	40	14	25	28	29	0.72	-4	-4	-5
COc1ccc(N(CN2C(=O)c3ccccc3C2=O)C(=O)C(C)C)cc1	0	22	37	-9	14	1.1	3	0	9
O=C(CN(Cc1ccccc1)C(=O)CCC(=O)Nc1ccccn1)NCc1ccc(F)cc1	3	-3	7	-5	27	1.1	1	-3	-13
COc1ccc(C2/C(=C(/O)c3ccccc3)C(=O)C(=O)N2c2ccccn2)cc1OC (stereo not drawn)	-6	2	-8	6	11	0.94	0	0	6
O=C(COC(=O)CNC(=O)C1CCCCC1)Nc1ccc(F)c([N+](=O)[O-])c1	-7	-13	-16	-3	16	1	-3	-3	-8
C=CCNC(=O)C1=NN(c2c(F)c(F)cc(F)c2F)C(=O)CC1	-10	12	-7	5	-2	0.95	-3	-1	13
O=C1C(=O)N(CC2CCCO2)C(c2ccccc2[N+](=O)[O-])/C1=C(/O)c1ccccc1 (stereo not drawn)	-4	13	10	-1	0	1	-6	-3	-2
Cc1cc(C)nc(SC2CCCCC2NS(=O)(=O)c2ccc(Cl)cc2)n1 (stereo not drawn)	-2	28	33	-2	0	1	4	0	-7
Cc1cc(C)cc(OCc2ccc(C(=O)O)o2)c1	-1	1	4	8	5	0.92	2	-4	3
O=C(NC1CCCCCCC1)NC1CCCCC1	-9	50*	30	-19	26	1.2	-8	-3	-7
O=C(CSc1nnnn1-c1ccccc1)Nc1ncc(Cc2cccc(Cl)c2Cl)s1	-9	16	20	0	-8	1	-6	-2	-21
Cc1nccn1-c1c2c(c(C#N)c3nc4ccccc4n13)CCC2	2	3	11	-7	0	1.1	2	-1	-9
Cc1ccc(Nc2nc(CSc3nnnn3-c3ccccc3)cc(=O)[nH]2)cc1	-2	3	14	6	3	0.94	-1	-4	-25
COc1ccccc1NC(=O)CN1CCN(CC(=O)Nc2ccccc2Cl)CC1	-8	-10	-35	2	15	0.98	-4	-2	2
CCOC(=O)C1C(=O)NC(c2ccccc2)=NC1c1ccc(F)cc1 (stereo not drawn)	-2	-2	12	3	18	0.97	-3	-3	13
CCN(CC)c1nc2ccccc2n2cnnc12	-7	5	23	6	15	0.94	-5	2	-4
CC(C)[C@H]1C(=O)Nc2ccccc2N1C(=O)N[C@@H](Cc1ccccc1)C(=O)N[C@H](C(=O)O)c1ccccc1	-5	0	5	10	7	0.9	-2	-2	0
COc1ccc(NS(=O)(=O)c2cccs2)cc1S(=O)(=O)N1CCCCC1	7	4	29	2	-2	0.98	-5	-1	-18
Cc1cc(=O)oc2cc(OCC(=O)Nc3ccccc3C(=O)O)ccc12	-9	1	-12	6	6	0.94	-3	0	8
O=C(NCc1cccnc1)c1ccc(Cl)c(S(=O)(=O)N2CCOCC2)c1	-7	-7	-15	0	14	1	0	0	7
CC(=O)NC(Cc1ccccc1)Cc1ccccc1	0	3	6	1	12	0.99	0	1	-7
COc1cc(-c2nnc3n2N=C(c2ccccc2)CS3)cc(OC)c1OC	-1	20	27	-1	16	1	-10	1	-1
Nc1cc2c(cc1Cl)N(Cc1ccccc1)C(=O)CO2	-4	5	-11	3	-8	0.97	-1	1	2
Cc1cccc(Sc2c([N+](=O)[O-])ncn2C)c1	-6	12	28	6	-23	0.94	-1	-2	4
Cc1ccc(S(=O)(=O)N2C[C@@H]3[C@H]4CC[C@H](C4)[C@@H]3[C@@H](C)[C@@H]2c2ccn(Cc3ccccc3)c2)cc1	31	0	24	-16	.	1.1	4	.	.
O=C(CC(c1ccccc1)c1ccccc1)Nc1nn[nH]n1	-3	1	7	0	-13	1	-2	-2	-8
Cc1nc(N2CCN(Cc3ccccc3)CC2)nc2c1C(=O)CC(C)C2 (stereo not drawn)	-4	30	32	-8	-13	1.1	-2	-3	15
Cc1ccc(N(CCO)C(=S)Nc2ccccc2)cc1	2	12	17	4	19	0.96	-5	0	10
CN(C)CCCn1c(=O)n(Cc2ccco2)c(=O)c2c3c(sc21)CCCCC3	-4	-16	-7	3	20	0.97	-2	-3	-27

Continuation.
smiles	APOBEC3G inh	TIM10 inh	tim10-1 inh	mIAP block	NLRP3 yeast inh	mIAP act	APOBEC3A inh	beta cell repl	hIAP inh
Clc1ccc2nc(-c3ccncc3)cc(-c3ccccc3)c2c1	-11	-5	9	8	6	0.92	-1	-4	5
CC(C)CN(C(=O)COC(=O)c1ccc2ccccc2c1)c1c(N)n(Cc2ccccc2)c(=O)[nH]c1=O	-15	-7	-4	4	25	0.96	-2	-3	3
CCN(CC)CCNC(=O)c1ccccc1N	3	-3	-9	-10	1	1.1	1	-1	1
COc1cccc(N2C(=O)CN(Cc3cc(OC)c(OC)c(OC)c3)C2=S)c1	0	6	31	5	13	0.95	-2	-4	5
CCc1ccc(OCC(=O)OCC(=O)NCCNC(=O)COC(=O)COc2ccc(CC)cc2)cc1	-7	-4	-15	-1	7	1	1	0	2
CC(C)C(=O)N[C@@H]1c2ccccc2CC[C@@H]1OCc1ccccc1	1	-15	12	-6	.	1.1	5	.	.
O=C(COC(=O)c1cccnc1Nc1cccc(C(F)(F)F)c1)NCCN1C(=O)CSC1=O	0	6	23	-6	18	1.1	4	-2	3
S=C(NCCc1ccc(Cl)cc1)NC1CCCCC1	-7	22	32	-50	36	1.5	-3	-7	10
CCCCOC(=O)Cn1c(=N)n(CCN2CCOCC2)c2ccccc21	-8	-32	7	2	5	0.98	-2	0	-23
COc1ccc(CCN2CC(C(=O)Nc3ccc(S(C)(=O)=O)cc3)CC2=O)cc1OC (stereo not drawn)	-7	0	-2	0	12	0.99	6	0	-13
CN1CCN(NC(=S)Nc2ccc(OC(F)F)cc2)CC1	-4	-7	17	8	-17	0.92	2	-2	-14
Nn1c(SCc2nc3ccccc3[nH]2)nnc1C1CCCCC1	-3	12	-3	-2	11	1	-2	-2	-9
Cc1cc(C)nc(NS(=O)(=O)c2ccc(NC(=O)CCCN3C(=O)c4ccccc4C3=O)cc2)n1	-7	18	14	3	12	0.97	-1	2	8
CC1CCCCN1C(=S)Nc1ccc(OC(F)F)cc1 (stereo not drawn)	-7	-6	12	-16	11	1.2	-3	-3	7
CC(C)(C)NC(=S)NC1CC1	-2	16	7	-4	5	1	-3	0	2
CC(C)(C)NC(=O)CN(C(=O)c1ccc(Cl)nc1)c1cccc2ccccc12	-6	-6	12	2	13	0.97	-10	-1	-23
